mcGAS lum – cyclic GMP-AMP synthase inhibitors, mouse, primary biochemical chemiluminescence | Q8C6L5 | recombinant cGAS, Kinase-Glo ATP depletion luminescence | inhibition, % at 12.5 µM | hit rate 0.15% among 160,000;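 also: 0% = negative control wells and 100% = reference inhibitor with no enzyme activity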
NPYLR7 agonist – agonists of mosquito NPYLR7 receptor, primary screen, cell-based, Aedes aegypti, calcium fluorescence, mosquito biting behavior; hit rate 0.15% among 270,000; AID 1259423, 2018; activation, % at 10 µM; HEK293T NPYLR7/Galpha15, GCaMP6s calcium fluorescence; in the data active = activation above about 40%;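 also: 0% = vehicle and 100% = reference agonist at the receptor; some compounds past the cut are filed as inactive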
hcGAS lum – Primary biochemical luminescence assay for human cyclic GMP-AMP synthase inhibitors | Q8N884 | recombinant h-cGAS, ATP depletion, Kinase-Glo luminescence | inhibition, % at 12.5 µM | hit rate 0.081% among 290,000;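 also: 0% = vehicle reaction and 100% = reaction without DNA for no activity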
Target sequence (Q8N884 whole entry, looked up): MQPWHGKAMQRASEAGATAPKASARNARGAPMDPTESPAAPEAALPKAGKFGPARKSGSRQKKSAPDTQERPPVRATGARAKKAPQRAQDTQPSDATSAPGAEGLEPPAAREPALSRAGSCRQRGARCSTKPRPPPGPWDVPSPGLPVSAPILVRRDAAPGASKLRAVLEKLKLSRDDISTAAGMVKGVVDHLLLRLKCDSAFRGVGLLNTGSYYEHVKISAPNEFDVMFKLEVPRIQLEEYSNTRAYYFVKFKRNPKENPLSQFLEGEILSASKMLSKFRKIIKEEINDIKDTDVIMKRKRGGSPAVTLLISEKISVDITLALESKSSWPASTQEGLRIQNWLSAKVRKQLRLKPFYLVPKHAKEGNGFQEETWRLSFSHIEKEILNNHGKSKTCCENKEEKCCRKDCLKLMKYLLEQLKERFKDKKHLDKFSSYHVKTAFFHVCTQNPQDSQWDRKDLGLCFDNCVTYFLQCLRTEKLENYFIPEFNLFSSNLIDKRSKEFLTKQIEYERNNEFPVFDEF
* hit, by the source's call; . = no result given; & = joins results of further samples. Rule as the data show it, unless noted: active = inhibition above about 40%; inactive = the rest. No enrichment for hits. Share with any hit: about 0.26%.

mol	mcGAS lum	NPYLR7 agonist	hcGAS lum
CN(C(N)=O)c1ccc(OCc2ccn(-c3ccc(F)cc3)n2)cc1	.	4	-11
O=C(O)c1cc(Br)cc(S(=O)(=O)N2CCSCC2)c1	-15	4	2
CCOc1nc(Cl)nc(N2CCOCC2)n1	.	3	-5
COCc1ncc(CN2CCN(C(=O)c3ccc(OC)cc3)CC2)cn1	.	11	-2
CC1CCCC(NC(=O)c2ccc(S(=O)(=O)N(C)C(C)C)cc2)C1 (stereo not given)	.	2	-7
CCc1nn(-c2ccc(F)cc2)c(N2CCN(C(C)C)CC2)c1CN(CC(C)C)C(=O)c1ccc([N+](=O)[O-])cc1	-4	11	0
Cc1ccc(NC(=O)C2CC(=O)N(C3CC3)C2)cc1C(F)(F)F (stereo not given)	.	0	-15
C#CCSc1nc(-c2cccs2)ccc1C#N	-5	10	-4
S=c1[nH]nc(-c2cccs2)n1CC1CCCO1 (stereo not given)	-3	8	-2
FC(F)(F)c1cccc(OCc2nn[nH]n2)c1	-5	-3	3
CN(C)c1ccc(CN2CCC(C(=O)NC(c3ccc4c(c3)OCO4)c3ccccn3)CC2)cc1 (stereo not given)	0	-7	1
CC=CC=CC(=O)Nc1ccc(OCC)c(S(=O)(=O)N2CCOCC2)c1	.	-8	3
Cc1ccccc1CCC(=O)N(C)CC1(CO)CCOCC1	-9	4	-4
N#Cc1ccc(Cn2cc(-n3cccc3)cn2)cc1	.	10	-7
O=S(=O)(N1CCOCC1)N1CCCCC1c1cccc(F)c1 (stereo not given)	.	4	-7
CC(=O)c1c(C)n([O-])c2cc(Cl)c(Cl)cc2[n+]1=O	-7	2	-7
O=C(NCc1ccc(F)cc1)c1cccc(Nc2c(Oc3ccc(Cl)cc3)cnn(-c3cccc(Cl)c3)c2=O)c1	-4	12	-3
Cc1cccc(CC(=O)NCCOc2ccc(-c3ccccc3)nn2)c1	-6	0	0
COc1cccc(Cc2nsc(N(CCC(=O)N3CCC(Cc4ccccc4)CC3)Cc3ccco3)n2)c1	-5	-11	-16
COc1ccc(C(=O)N(Cc2c(-c3cccc(C)c3)noc2N2CCOCC2)C2CC2)cc1	-2	2	-2
CC(C)(C)NC(=O)c1cnc(OCC(F)(F)F)c(Cl)c1	.	1	-10
CCCC1(C2CCN(C(=O)c3ccc(F)cc3F)CC2)NC(=O)N(CCc2ccccn2)C1=O (stereo not given)	-11	22	-7
CC1CCc2c(sc3c2c2nncn2c2nncn32)C1 (stereo not given)	.	1	4
Cc1ccsc1/C=C/C1=CC(=C(C#N)C#N)CC(C)(C)C1	.	-1	7
COCOc1cccc(CN2CCC2(C)C(=O)Nc2cc(OC)ccc2OC)c1 (stereo not given)	.	-2	-5

Following part.
mol	mcGAS lum	NPYLR7 agonist	hcGAS lum
O=C(NCCSc1ccc(Cl)cc1)c1ccc2c(c1)S(=O)(=O)c1ccccc1C2=O	-5	-1	-6
Cc1cccc2sc(N(CCCN(C)C)C(=O)c3ccccc3Cl)nc12	-8	2	-7
NC(=O)NN=Cc1sc(N2CCCCC2)nc1-c1cccs1	.	1	-8
C=CCNc1ccccc1C(=O)N1CCC[C@@H]1C(N)=O	-10	19	-4
CCSc1nc(C)c(CC)c(=O)[nH]1	.	0	-8
Cc1csc(NC(=O)Nc2c[nH]c3ccccc23)n1	-8	1	-5
COC(=O)[C@@H]1C[C@H](NC(=O)Cc2ccc(OC)c(C)c2)CN1C	.	-1	-5
Cc1ccc(NC(=O)CC2Cn3ncc(-c4ccccc4)c3NC2=O)c(C)c1 (stereo not given)	-6	-1	-4
S=c1[nH]nc(-c2ccncc2)n1C1CC1	.	5	-3
CC(=O)c1cccc(-c2nccc(CCC(F)(F)F)n2)c1	-15	.	-5
CCOCCn1cnc(-c2ccccc2)c1-c1ccc(-c2ccn[nH]2)s1	-8	13	-2
O=C(CC(c1cccc2c1OCO2)c1c[nH]c2ccccc12)N1CCCC1 (stereo not given)	-4	.	-2
COC(=O)NCCC(=O)NCCc1ccc(F)c(Br)c1	-15	-3	-7
COc1cc(N2CCCC2)c(OC)cc1CO	.	-1	-5
COCc1c(Br)c(C)nc(OCC(=O)N/N=C\c2ccc(-c3ccccc3[N+](=O)[O-])o2)c1C#N	-4	6	-5
Cc1ccc(C)c(-c2csc3nc(CN4CCCCC4C)[nH]c(=O)c23)c1 (stereo not given)	-3	-6	-1
CCCS(=O)(=O)N1CCN(c2nc(C)nc(CC)c2Cc2cccc(C)c2)CC1	-3	4	-1
Cc1ccc(-n2ncc3c(=O)n(NC(=O)Cc4ccc(F)cc4)cnc32)cc1	.	-1	-11
Cc1[nH]cnc1-c1nccn1CC(C)Oc1cccnc1 (stereo not given)	-13	4	-8
CN1C(=O)C2(CCC2)ON=C1c1cccc(Cl)c1	.	9	-6
COc1cccc(S(=O)(=O)N2CCC(c3cn(Cc4ccc(C(F)(F)F)cc4)c4ccccc34)CC2)c1	-6	14	2
Cc1ncsc1C(=O)N(c1ccc(F)cc1Cl)C(C)C	.	-1	3
N#Cc1c(NC(=O)CC(=O)Nc2sc3c(c2C#N)CCCCC3)sc2c1CCCCC2	.	-2	-4
CN(C)C(=O)c1ccc2c(c1)N(C)C(CC(=O)NCc1cc(C3CC3)n[nH]1)CO2 (stereo not given)	-14	0	-12
O=C(O)c1cccnc1CN1CCN(c2ccccc2-c2ccccc2)CC1	.	-4	-6

15 consecutive records out of the list so far, for reference:
mol	mcGAS lum	NPYLR7 agonist	hcGAS lum
CCOCCn1cnc(-c2ccccc2)c1-c1ccc(-c2ccn[nH]2)s1	-8	13	-2
O=C(CC(c1cccc2c1OCO2)c1c[nH]c2ccccc12)N1CCCC1 (stereo not given)	-4	.	-2
COC(=O)NCCC(=O)NCCc1ccc(F)c(Br)c1	-15	-3	-7
COc1cc(N2CCCC2)c(OC)cc1CO	.	-1	-5
COCc1c(Br)c(C)nc(OCC(=O)N/N=C\c2ccc(-c3ccccc3[N+](=O)[O-])o2)c1C#N	-4	6	-5
Cc1ccc(C)c(-c2csc3nc(CN4CCCCC4C)[nH]c(=O)c23)c1 (stereo not given)	-3	-6	-1
CCCS(=O)(=O)N1CCN(c2nc(C)nc(CC)c2Cc2cccc(C)c2)CC1	-3	4	-1
Cc1ccc(-n2ncc3c(=O)n(NC(=O)Cc4ccc(F)cc4)cnc32)cc1	.	-1	-11
Cc1[nH]cnc1-c1nccn1CC(C)Oc1cccnc1 (stereo not given)	-13	4	-8
CN1C(=O)C2(CCC2)ON=C1c1cccc(Cl)c1	.	9	-6
COc1cccc(S(=O)(=O)N2CCC(c3cn(Cc4ccc(C(F)(F)F)cc4)c4ccccc34)CC2)c1	-6	14	2
Cc1ncsc1C(=O)N(c1ccc(F)cc1Cl)C(C)C	.	-1	3
N#Cc1c(NC(=O)CC(=O)Nc2sc3c(c2C#N)CCCCC3)sc2c1CCCCC2	.	-2	-4
CN(C)C(=O)c1ccc2c(c1)N(C)C(CC(=O)NCc1cc(C3CC3)n[nH]1)CO2 (stereo not given)	-14	0	-12
O=C(O)c1cccnc1CN1CCN(c2ccccc2-c2ccccc2)CC1	.	-4	-6

More compounds follow:
mol	mcGAS lum	NPYLR7 agonist	hcGAS lum
O=c1cc(-c2ccccc2)ncn1Cc1ccccc1	-8	-19	-1
CNc1nc(CNC(=O)Nc2nnc(C(F)F)s2)cs1	.	6	-6
Cc1ccc(-n2c(SCc3ccccc3)nnc2-c2cccc(C)c2)cc1	-4	.	-3
Cn1cc(NC(=O)CCOc2ccc(Cl)c(Cl)c2)cn1	.	-2	4
COc1ccc(CCN(C)C(=O)c2cc(-c3ccccc3F)nn2-c2ccc(C)cc2C)cc1OC	-5	14	-2
C=CCOC(=O)COc1cc2oc(=O)c3c(c2cc1Cl)CCC3	.	11	-7
CCOC(=O)c1cnc(-c2ccc(OC)cc2)nc1NCCC1CCCN1C (stereo not given)	3	-3	6
Fc1ccc(N2CCC(CNCc3cccc4c3OCO4)C2)cc1F (stereo not given)	.	5	-6
CC(C)CS(=O)(=O)NC(=O)c1ccc2ccccc2n1	.	5	-7
CC(C)(C)OC(=O)NCCNC(=O)C1(c2ccc(Br)cc2)CC1	.	5	-10
Cc1[nH]n(-c2nc(-c3ccccc3)cs2)c(=O)c1N=Nc1cccc(C(F)(F)F)c1	-3	-5	1
Cc1noc(CSc2nc3sccc3c(=O)[nH]2)n1	-5	4	-1
CC1CC(N2CCc3c(ncn3C3CC3)C2)C(=O)O1 (stereo not given)	.	10	-9
COc1cccc(C2C(=C(O)c3ccc(Cl)cc3)C(=O)C(=O)N2CCCn2ccnc2)c1OC (stereo not given)	-9	3	-5
Cc1ccc2nc(CN(C)C(=O)c3ccc(-n4cnnn4)cc3)[nH]c2c1	-14	2	-5
CC(C)(C)c1cc2nc(C(=O)NCCN3CCCC3)cc(-c3ccccc3F)n2n1	-6	16	-3
CC(C)(C)n1ncc2c(=O)n(NC(=O)CC3CCCC3)cnc21	.	2	-10
NC/C=C/C(=O)O	-4&-3	1&-8	1&-4
COc1ccc(-n2c(CCC(=O)N3CCc4ccccc4C3)cc3c2-c2ccccc2CC3)cc1	-3	23	1
O=S(=O)(C=Cc1ccccc1)NC12CC3CC(CC(C3)C1)C2	-5	2	-6
CC(=O)c1ccc(NC(=O)C2CCCN(c3ccc(-c4cccs4)nn3)C2)cc1 (stereo not given)	-8	-4	-1
CN(Cc1cccnc1)C(Cc1ccccc1)C1CCN(C(=O)C23CC4CC(CC(C4)C2)C3)CC1 (stereo not given)	-9	16	-7
CC(C)CN(Cc1ccsc1)C(=O)c1ccc(-n2cnnc2)cc1	-9	-3	-6
COC(=O)[C@H]1C[C@@H](O)CCN1CCOCc1ccccc1	.	-5	-8
c1cc2c(cc1SCc1nnc(-c3cc4c(s3)CCCC4)o1)OCCO2	.	-2	-5

Three entries out of the list, sorted by formula weight, high to low:
mol	mcGAS lum	NPYLR7 agonist	hcGAS lum
COc1ccc(CCN(C)C(=O)c2cc(-c3ccccc3F)nn2-c2ccc(C)cc2C)cc1OC	-5	14	-2
CC1CC(N2CCc3c(ncn3C3CC3)C2)C(=O)O1 (stereo not given)	.	10	-9
NC/C=C/C(=O)O	-4&-3	1&-8	1&-4

The results go on:
mol	mcGAS lum	NPYLR7 agonist	hcGAS lum
S=c1[nH]nc(CSc2nc3ccccc3s2)o1	6	0	2
CCCNC(=O)COc1coc(CN2CCN(c3ccccc3OC)CC2)cc1=O	-6	10	-1
Cc1nn(S(=O)(=O)c2ccc(OC(C)C)cc2)c(C)c1S(=O)(=O)N1CCC(C)CC1	.	6	-8
COC(=O)N1CCCN(C(=O)Nc2c(C)cc(C)cc2C)CC1	-17	19	-8
O=C1CC(n2c(O)c(C=C3C=Nc4ccccc43)sc2=S)C(=O)N1c1ccc(Cl)cc1 (stereo not given)	-3	-5	-6
Cc1ccc(C)c(OC(C)C(=O)NCCCc2nn[nH]n2)c1 (stereo not given)	-17	14	-5
COc1ccccc1C(=O)N(CC(=O)N1CCc2sccc2C1COc1cccc(F)c1)CC1CC1 (stereo not given)	2	-3	1
COCCNCc1ccc(OS(=O)(=O)c2ccc(F)cc2)cc1	-5	-1	-3
Cc1cc(C)c(-c2c(-c3ccccc3)ncn2CCCO)c(-n2cccn2)c1	-11	34	-6
OC12CC3C4CC5C3C1C(Br)(Br)C5C42 (stereo not given)	.	4	2
COCC1(C(=O)NC2CC(=O)Nc3ccccc32)CCC1 (stereo not given)	-2	.	1
COc1ccc(C2=NN(C(=O)CN3CCN(Cc4ccccc4)CC3)C(c3cc(C)ccc3C)C2)cc1 (stereo not given)	-5	1	-3
O=C(NCCN1CCCCC1CO)c1cccc(OC2CCN(C(=O)C3CC3)CC2)c1 (stereo not given)	.	11	-4
CN(C(=O)c1cccc2c1OCC2)C1Cc2ccccc2C1	-16	0	-3
CC(=O)c1c(O)cc(C(C)C)n(-c2ccccc2)c1=O	.	0	1
CNC(=O)Cn1ccc(-c2cccs2)n1	0	3	7
COc1ccccc1NC(=O)c1c(NC(=O)Cc2ccccc2)sc2c1CCCC2	2	-4	-10
CC(=O)c1ccc(N2CCN(Cn3ncn(-c4cccc(Cl)c4)c3=S)CC2)c(F)c1	.	4	-7
O=C(CC1SC(=O)NC1=O)Oc1ccc(/C=C2\SC(=O)NC2=S)cc1 (stereo not given)	.	158*	44*
NS(=O)(=O)c1ccc(NC(=O)CCC(=O)c2ccc(F)cc2)cc1	.	5	-3
COCCN(Cc1ccc(OC)cc1)c1c(C)nc2ccc(C(=O)N3CCCC(C(N)=O)C3)cn12 (stereo not given)	-5	-5	-5
Cc1cccc(N2CCN(C(=O)NCC(c3cccs3)N3CCC(C)CC3)CC2)c1 (stereo not given)	-5	1	0
O=C(Cc1cccc(N(Cc2ccccc2)C(=O)/C=C/c2ccccc2)c1)NCC1CC1	-6	.	-7
CC(NC(=O)C1CCN(S(=O)(=O)c2cc(C(N)=O)n(C)c2)CC1)c1ccc(Cl)cc1 (stereo not given)	.	8	-6
CN1CCN(n2c3c(c(SCC(N)=O)nc2=O)CCC3)CC1	-8	-3	-10

(further entries)
mol	mcGAS lum	NPYLR7 agonist	hcGAS lum
COc1ccc(C2=NN(C(=O)CN3CCCC3)C(c3ccccc3F)C2)cc1 (stereo not given)	-4	2	-1
Nc1nc(SCC(=O)NCc2ccco2)n[nH]1	.	1	-2
CCc1ccc(NS(=O)(=O)c2c[nH]c(=O)[nH]c2=O)cc1	-9	-12	-4
COCCN1CC(Cc2nccc(N3CCC(O)CC3)n2)CC1=O (stereo not given)	-7	.	-13
COc1cccc(CN(C)Cc2noc(C3CCC3)n2)c1O	.	13	-8

From PubChem BioAssay
